High-throughput results as filed in PubChem.
Tau fibril FP: qHTS for Inhibitors of Tau Fibril Formation, Fluorescence Polarization; Microtubule-associated protein tau (Homo sapiens), P10636; K18 P301L tau heparin fibrillization, Alexa594 FP, 6 h; Potency, µM (series often up to 57.7 µM), for inactives: at the top dose activity, negative = inhibition, actives largely listed as inhibitors; AID 1468, 2008; 280,000 tested, 0.39% active; note: nearly all actives have a fitted effect of over 55% in size
Target sequence (P10636 561-689 P618L limits assumed): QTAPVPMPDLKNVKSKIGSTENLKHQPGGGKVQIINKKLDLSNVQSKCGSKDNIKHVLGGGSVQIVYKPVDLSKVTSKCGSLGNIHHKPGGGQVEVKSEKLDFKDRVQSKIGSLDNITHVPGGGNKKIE
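Human tau K18 […] P301L fragment, 15 uM unlabeled plus 0.24 uM Alexa 594-labeled tau (final), with compound and 20 uM heparin in 100 mM sodium acetate pH 7; 6 hr at 37 C, then Alexa 594 FP read.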
TRb SRC2 PPI: qHTS for Inhibitors of the Interaction of Thyroid Hormone Receptor and Steroid Receptor Coregulator 2. TRbeta-SRC2 peptide binding, fluorescence polarization; receptor liganded with 1 µM T3. Potency, µM (doses to about 106 µM), inactives show top-dose activity change, negative = inhibition, usual class: inhibitors. 280,000 tested, 0.065% active. AID 1469, 2008;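 note: plate controls were bound peptide for no effect and peptide without receptor for full effect; nearly all actives have a fitted effect of over 50% in size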
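Quantitative HTS by FP: 0.6 uM TRb LBD, 20 nM labeled SRC2 20-mer, 1 uM T3, 5% DMSO; 5 hr ambient incubation; % activity per concentration and potencies from concentration series.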
JMJD2E inh: qHTS Assay for Inhibitors of Human Jumonji Domain Containing 2E (JMJD2E) | Lysine-specific demethylase 4E (Homo sapiens), B2RXH2 | JMJD2E catalytic domain, FDH-coupled NADH fluorescence (FDH is formaldehyde dehydrogenase) | Potency, µM (top dose mostly 57.1 µM), inactives show at the top dose activity change, negative = inhibition, hits mostly inhibitors | 230,000 tested, 1.6% active; active = well fitted inhibition curve with a large enough effect, not every such curve was filed as active; inconclusive = small, poorly fitted or top-dose-only effect, or another doubt; inactive = no such curve, though single readings can be large or run the other way;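 note: 0% = wells with enzyme and -100% = buffer wells without enzyme; nearly all actives have a fitted effect of over 50% in size; many of its hits are not listed in these tables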
TR SRC2 fluor cs: Total Fluorescence Counterscreen for Inhibitors of the Interaction of Thyroid Hormone Receptor and Steroid Receptor Coregulator 2. Potency, µM (series often up to 106 µM), inactives show at the top dose fluorescence change, negative = quenching. TRb/SRC2 Texas Red total fluorescence interference. 280,000 tested, 0.29% active. AID 1479, 2009; active = well fitted curve in either direction with a large enough effect; inconclusive = small, poorly fitted or top-dose-only effect
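Human TRb ligand-binding domain at 0.6 uM with 20 nM Texas Red SRC2 peptide in Tris buffer containing 1 uM T3 and 5% DMSO, incubated with compound 5 h at ambient temperature. Total fluorescence (555/632 nm) calculated as parallel + 2 × perpendicular.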
RGS12 GoLoco inh: qHTS Assay for Inhibitors of RGS12 GoLoco Motif Activity (Red Fluorophore); Guanine nucleotide-binding protein G(i) subunit alpha-1 (Homo sapiens), P63096; Gai1:RGS12 GoLoco peptide FP, rhodamine, 10 min; Potency, µM (highest dose often 61.6 µM), for inactives: top-dose activity, negative = inhibition, most hits filed as inhibitors; 230,000 tested, 0.44% active; AID 880, 2007; active = well fitted inhibition curve with a large enough effect, not every such curve was filed as active; inactive = no such curve, though single readings can be large or run the other way; note: nearly all actives have a fitted effect of over 30% in size; many of its hits are not listed in these tables
RECQ1 inh: qHTS Assay for Inhibitors of RecQ-Like Dna Helicase 1 (RECQ1) | 240,000 tested, 0.54% active | Potency, µM (titrated, usually from 57.3 µM), for the others: at the highest dose activity, negative = inhibition, actives largely listed as inhibitors | RECQ1 DNA unwinding, red fluorescence kinetic read;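 note: plate controls were vehicle for no effect and no enzyme for full effect; nearly all actives have a fitted effect of over 30% in size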
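RECQ1T1 50 nM; forked duplex (20 bp + 30-nt ss tails) 200 nM, ATP 2 mM final; pH 8.0, 2 mM MgCl2, 2.5 ug/ml poly(dI-dC); 15 min compound preincubation; discontinuous kinetic read over 2 h at RT.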
Tau ThT inhib: qHTS for Inhibitors of Tau Fibril Formation, Thioflavin T Binding; 270,000 tested, 2.1% active; Microtubule-associated protein tau (Homo sapiens), P10636; Potency, µM (top dose mostly 57.4 µM), inactives show at the highest dose activity, negative = inhibition, hits mostly inhibitors; recombinant tau K18 P301L (four-repeat tau fragment), heparin-induced fibrillization, ThT fluorescence; AID 1460, 2008; note: nearly all actives have a fitted effect of over 55% in size
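Heparin-induced (20 uM) aggregation of recombinant human K18 P301L tau, 15 uM unlabeled with 0.24 uM labeled, pH 7 acetate buffer, 6 hr at 37 C with compound. Fibrils quantified by 30 uM ThT fluorescence after 1 hr ambient incubation.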
L3MBTL1 block: qHTS Assay for the Inhibitors of L3MBTL1. Potency, µM (top dose mostly 57.1 µM), inactives show at the highest dose activity, negative = inhibition, hits mostly inhibitors. 230,000 tested, 0.66% active. AID 485360, 2010. Lethal(3)malignant brain tumor-like protein 1 (Homo sapiens), Q9Y468. AlphaScreen L3MBTL1–H3K9me1 peptide binding; note: nearly all actives have a fitted effect of over 60% in size
Target sequence (Q9Y468 whole entry, looked up): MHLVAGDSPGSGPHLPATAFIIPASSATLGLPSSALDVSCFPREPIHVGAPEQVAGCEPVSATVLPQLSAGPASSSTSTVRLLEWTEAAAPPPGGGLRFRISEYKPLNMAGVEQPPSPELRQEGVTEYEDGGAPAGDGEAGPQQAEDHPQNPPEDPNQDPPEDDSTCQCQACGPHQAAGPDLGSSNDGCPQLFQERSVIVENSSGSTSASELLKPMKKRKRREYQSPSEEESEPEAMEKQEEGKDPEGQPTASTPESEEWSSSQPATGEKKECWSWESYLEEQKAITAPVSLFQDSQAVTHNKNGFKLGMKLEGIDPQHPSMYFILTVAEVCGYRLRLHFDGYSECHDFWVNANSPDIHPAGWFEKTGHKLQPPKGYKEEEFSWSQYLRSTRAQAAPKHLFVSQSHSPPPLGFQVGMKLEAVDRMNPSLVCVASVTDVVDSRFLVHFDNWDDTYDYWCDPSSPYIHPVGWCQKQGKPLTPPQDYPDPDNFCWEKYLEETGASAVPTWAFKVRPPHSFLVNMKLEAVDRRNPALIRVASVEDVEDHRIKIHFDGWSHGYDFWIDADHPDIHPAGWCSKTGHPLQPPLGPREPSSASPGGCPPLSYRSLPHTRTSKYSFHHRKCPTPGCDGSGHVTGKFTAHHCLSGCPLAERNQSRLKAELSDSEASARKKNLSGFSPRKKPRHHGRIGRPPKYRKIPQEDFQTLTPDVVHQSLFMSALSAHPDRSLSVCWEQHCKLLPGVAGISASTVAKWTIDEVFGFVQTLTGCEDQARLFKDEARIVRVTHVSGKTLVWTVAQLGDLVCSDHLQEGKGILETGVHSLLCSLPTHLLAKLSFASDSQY
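L3MBTL1 (50 nM) pre-complexed 30 min with biotinylated H3(1-15)K9me1 peptide (75 nM), then compounds added for 30 min at room temperature; AlphaScreen streptavidin donor/nickel chelate acceptor beads (10 ug/mL final) read after 30 min dark incubation.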
* = called active by the depositor; i = inactive; ? = inconclusive; . = no result given; [ ] = dose if it differs, or a comment. Unless noted, calls come from the whole dose curve; as a rule, active = well fitted curve in the direction sought with a large enough effect; inconclusive = small, poorly fitted or top-dose-only effect, or another doubt; inactive = no such curve, though single readings can be large; an effect the other way counts as inactive or inconclusive. Unless noted, % is set by controls: 0 for no effect and ±100 for the full control effect; potency is the fitted concentration of half-maximal effect. An excerpt; count on the stated rates, not on these rows.

SMILES | Tau fibril FP | TRb SRC2 PPI | JMJD2E inh | TR SRC2 fluor cs | RGS12 GoLoco inh | RECQ1 inh | Tau ThT inhib | L3MBTL1 block
COc1cccc(NC(=O)Nc2cc(C)ccc2F)c1 | 4% | -8% | 4% | -3% | -8% | -7% | -15% | 12%
CCN(CC)c1nc2ccccc2nc1C(C#N)C(=O)NCCc1ccccc1 (stereo not given) | -5% | 3% | ? | -1% | 18% | -13% | ? | 19%
COCCNc1nc(-c2cc3ccccc3o2)cs1 | 17% | -3% | ? | -5% | 9% | 7% | -25% | -12%
CCCc1cc(=O)[nH]c2nnc(SC(C)CC)n12 (stereo not given) | -3% | 1% | . | 1% | . | . | -1% | .
NC(=O)[C@@H]1CCCN1 | 0% | -4% | . | 1% | 9% | -5% | 1% | .
NS(=O)(=O)c1cc2c(cc1Cl)NC(CC1CCCC1)NS2(=O)=O (stereo not given) | -4% | -6% | 2% | 0% | 2% | 5% | 2% | .
COc1cc(NC(=S)Nc2ccccn2)cc(OC)c1 | 1% | -10% | -2% | 2% | 9% | -16% | -5% | -7%
Cc1ccc(Nc2nc(N)nc(CSC(=S)N3CCN(c4ccccc4)CC3)n2)cc1 | ? | 2% | -2% | -2% | 2% | -9% | ? | ?
CCCCC(=O)NCCc1cc2c(OC)ccc(OC)c2[nH]c1=O | 5% | 2% | ? | -4% | 12% | -5% | -8% | 0%
CC(C)=CCc1c(O)ccc(C(=O)Cc2ccccc2)c1O | 14µM* | 0% | -2% | -3% | 7% | -13% | -17% | 5%
CN(C)c1ccc(N=Nc2ccccc2C(=O)OCC(=O)N2CCCCCC2)cc1 | 13% | 1% | 4% | -1% | 6% | -18% | 8.9µM* | ?
Fc1ccccc1Cn1c2[n+](c3ccc(C(F)(F)F)cc31)CCCCC2 | 7% | -5% | 10% | -2% | 8% | -5% | 4% | 5%
CCOC(=O)CNC(=O)O[C@H]1C(=O)c2ccc(OC)cc2O[C@@H]1c1ccc2c(c1)OCO2 | ? | -3% | 0% | -2% | 5% | 7% | -19% | .
CCOc1ccc(S(=O)(=O)N2CCN(c3ccc(C)cc3C)CC2)cc1 | -8% | -9% | -11% | 1% | 2% | i | -9% | -8%
Cn1cc(S(=O)(=O)NC(c2ccccc2)c2ccccc2)c(=O)n(C)c1=O | 2%[0.0958 µM] | 6% | 5% | 1% | -1% | -8% | . | .
CNCc1ccccc1OCC(=O)Nc1ccccc1 | 0% | -14% | 9% | -2% | 6% | -9% | -7% | .
CCOc1ccccc1CNC(=O)c1cc2cc(S(=O)(=O)N3CCCCC3)ccc2n1C | 1% | 7% | . | -1% | . | . | -7% | .
COc1ccc(NC(=O)Cn2nnc(-c3ccccc3NC(=O)c3cccs3)n2)cc1 | ? | -1% | -13% | -1% | 4% | -13% | 14% | -1%
CCOc1ccc(/C=C/C2=CC(C)(C)NC(=S)N2)cc1 | 7% | 7% | -12% | 2% | 2% | i | ? | -9%
Cc1ccc2nsnc2c1NC(=O)c1cccnc1Cl | 3% | 2% | -13% | 2% | -5% | 2% | -4% | 5%
CC1(C)OC(=O)C(=CNCC(=O)NCC(=O)O)C(=O)O1 | 9% | -3% | 4% | -2% | 4% | 5% | -12% | .
CCOC(=O)C(=O)/C(C#N)=C/Nc1ccc(Cl)cc1 | -5% | -9% | 3% | 0% | -5% | -6% | -17% | .
CC(C)=C(NC(=O)c1ccccc1)C(=O)N/N=C/c1ccc(O)cc1 | 14% | 5% | -1% | -1% | 24% | -6% | ? | -2%
CCN(CC)C(=O)c1cnn(-c2ccccc2)c1NC(=O)c1ccccc1F | -7% | -2% | 5% | -4% | -3% | -2% | 3% | 0%
COc1ccc(C(=O)Nc2ccc3c(c2)OCCO3)cc1[N+](=O)[O-] | -6% | 15% | -1% | -13% | -6% | -15% | ? | 0%
CCOC(=O)Cc1csc(NC(=S)NC(=O)C(C)(C)C)n1 | 3% | -5% | 2% | -1% | 3% | -18% | 0% | 13%
Oc1cccc(NC(=S)Nc2ccccc2)c1 | 3% | -2% | -7% | 0% | -12% | -2% | -10% | .
CCN(CC)c1c([N+](=O)[O-])c(=O)n(CC)c2ccccc12 | -6% | 7% | 14% | 1% | -3% | -3% | -13% | -10%
CCOC1OC(=O)C(Cl)=C1Nc1ccc(C)cc1 (stereo not given) | -7% | 0% | -5% | -7% | 6% | -16% | -14% | .
CCCc1nnc(NC(=O)c2ccc(N3C(=O)C4C5C=CC(C5)C4C3=O)cc2)s1 (stereo not given) | 1% | -3% | 3% | -1% | -12% | -2% | -5% | .
O=C(CSc1c2c(nc3ccccc13)CCC2)Nc1ccc(F)cc1 | 0% | -4% | . | 0% | . | . | -6% | .
COC(=O)C1(Cc2ccccc2)NC(c2ccccc2C)C2C(=O)N(c3ccc4c(c3)OCO4)C(=O)C21 (stereo not given) | -4% | -1% | -2% | -3% | 5% | -1% | -5% | -1%
O=C(NNC(=O)C1CCN(c2ncccn2)CC1)c1ccc(Cl)cc1 | -6% | 3% | ? | 2% | 10% | -2% | -13% | 13%
CCCCNC(=O)CCSc1nc(-c2ccc3c(c2)OCO3)cc(C(F)(F)F)n1 | ? | 1% | . | 1% | . | . | 4% | .
O=C(O)C1CN(c2ncccc2[N+](=O)[O-])C1 | -7% | -3% | 2% | -7% | -3% | i | -3% | 1%
Cc1c(C(=O)Nc2cccc(Cl)c2)cn2c(nc3ccccc32)c1C#N | -10% | 0% | 19% | 1% | 18% | i | 11% | 0%
CCc1ccc(NC(=O)N(CCCN2CCOCC2)Cc2cccs2)cc1 | 0% | 2% | -11% | 1% | -2% | -4% | -1% | .
COc1cc2c(c(OC)c1OC)C(c1ccc(O)cc1)CC(=O)O2 (stereo not given) | -7%[81.3 µM] | -1% | . | -2% | 3%[88.7 µM] | -5%[81.1 µM] | -20%[81.4 µM] | -1%
Cc1cccc2sc(NC(=O)CCNS(=O)(=O)c3cccc4nonc34)nc12 | -11% | 2% | 6% | -3% | 6% | -3% | ? | -8%
CN1CCN(NC(=O)c2ccc(F)cc2)CC1 | 6% | -5% | 12% | 2% | -2% | -5% | -7% | 6%
COCCN(Cc1cc2c(C)cc(C)cc2nc1Cl)C(=O)c1ccccc1F | 6% | 1% | ? | -2% | -2% | -5% | -12% | ?
O=c1c(-c2ccccc2)c(O)cc(-c2ccncc2)n1-c1ccc(Cl)cc1 | 8% | 3% | 2% | 1% | 17% | 16% | -4% | 7%
Oc1ccccc1C1=Nc2ncnn2C(c2ccc(F)cc2)C1 (stereo not given) | -6% | 3% | ? | -2% | -9% | -2% | -7% | -2%
Cc1nnc(SCC(=O)c2ccc([N+](=O)[O-])cc2)s1 | 1% | 3% | 3% | 0% | 3% | i | ? | -9%
CN(CCc1ccccn1)C(=O)CCC1CCCN(C(=O)CN2CCCCCC2)C1 (stereo not given) | -5% | -3% | 2% | 0% | 12% | -9% | -10% | 6%
CC1SC(c2cccc(Cl)c2)NC1=O (stereo not given) | -7% | -15% | 0% | 3% | 3% | 15% | ? | .
CC(=O)N[C@@H](CC(=O)O)C(=O)O | . | -2%[53 µM] | -7%[25.5 µM] | -7%[53 µM] | 0%[21.6 µM] | -13%[25.9 µM] | . | 1%
Cc1ccc(S(=O)(=O)NCC2CCC(C(=O)NCc3ccccn3)CC2)cc1 (stereo not given) | 4% | 2% | 0% | 0% | -4% | 1% | -3% | .
O=C(NCc1ccccc1Cl)c1ccc(-n2cnc3cccnc32)cc1 | -14% | 1% | . | -1% | . | . | -17% | .
O=C(OCCCN=C1NS(=O)(=O)c2ccccc21)c1ccccc1F | 1% | 6% | 7% | 1% | 0% | -2% | -5% | -1%
(next part)
SMILES | Tau fibril FP | TRb SRC2 PPI | JMJD2E inh | TR SRC2 fluor cs | RGS12 GoLoco inh | RECQ1 inh | Tau ThT inhib | L3MBTL1 block
Cc1cc2cccc(C)c2nc1SCC(=O)NCC1CCCO1 (stereo not given) | -4% | 5% | -8% | -3% | 3% | -7% | -13% | 11%
Cc1c(Br)ccc(NC(=O)c2ccccc2[N+](=O)[O-])c1C | -4% | -5% | 11% | -2% | 7% | i | -3% | -10%[11.4 µM]
O=C(Cn1cc2c(n1)CCCCC2)Nc1ccccc1Cl | 6%[0.0958 µM] | -2% | 6% | 0% | 1% | 0% | . | .
COc1ccc(/C=C(\NC(=O)c2ccccc2)C(=O)NC2CCCCC2)cc1 | 2% | 0% | . | -15% | . | . | -7% | .
COc1ccc(C(=O)C2CCCN(Cc3ccc4c(c3)OCCO4)C2)cc1F (stereo not given) | -1% | 6% | 3% | 1% | 6% | i | -11% | -15%
Cc1cc(-c2ccc(C)c(S(=O)(=O)NCc3ccc(Cl)cc3)c2)on1 | -3% | 8% | . | 3% | . | . | -7% | .
CCP(=O)(c1ccccc1)C(C)(C)O (stereo not given) | 3% | 4% | 0% | -4% | 2% | i | -17% | .
Cc1ccc(-c2ccc(/C=C3\SC(N4CCOCC4)=NC3=O)o2)cc1 | -5% | -4% | -15% | -7% | -2% | i | 13µM* | .
CCN(CC)c1cc(C)c2cc(NC(=O)/C=C/c3ccc(C)cc3)ccc2n1 | 2% | 10% | . | -3% | . | . | ? | .

Part of the list above, tab-delimited.
smiles	Tau fibril FP	TRb SRC2 PPI	JMJD2E inh	TR SRC2 fluor cs	RGS12 GoLoco inh	RECQ1 inh	Tau ThT inhib	L3MBTL1 block
Cc1ccc(-c2ccc(/C=C3\SC(N4CCOCC4)=NC3=O)o2)cc1	-5%	-4%	-15%	-7%	-2%	i	13µM*	.
CCN(CC)c1cc(C)c2cc(NC(=O)/C=C/c3ccc(C)cc3)ccc2n1	2%	10%	.	-3%	.	.	?	.
